Bioassay records deposited in PubChem by National Center for Advancing Translational Sciences (NCATS).
GALK inhibitor: GALK (human) enzyme inhibition; recombinant GALK, Kinase-Glo ATP luminescence, 1 h; Potency, µM (doses to about 57.5 µM), inactives show top-dose activity, negative = inhibition, hits mostly inhibitors; AID 1347072; 44,000 tested, under 10 active;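 also: plate controls were full GALK reaction for no effect and reaction lacking GALK for full effect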
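Reactions with and without enzyme served as controls. GALK at 5 nM phosphorylates 100 uM galactose using 35 uM ATP (HEPES pH 8.0, Mg2+) for 1 h at RT, with luminescence read 10 min after adding Kinase-Glo Plus.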
NTMT1 inhibitor: NTMT1 methyltransferase inhibition; NTMT1 MTase-Glo SAH luminescence, purified enzyme; Potency, µM (highest dose often 114 µM), inactives show at the highest dose activity change, negative = inhibition, usual class: inhibitors; hit rate 2.5% among 59,000; Q9BV86;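 also: potency is read from the fitted curve at half-maximal effect; plate controls were DMSO vehicle for no effect and no enzyme for full effect; nearly all actives have a fitted effect of over 65% in size; many of its hits are not listed in these tables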
Target sequence (Q9BV86 whole entry, looked up): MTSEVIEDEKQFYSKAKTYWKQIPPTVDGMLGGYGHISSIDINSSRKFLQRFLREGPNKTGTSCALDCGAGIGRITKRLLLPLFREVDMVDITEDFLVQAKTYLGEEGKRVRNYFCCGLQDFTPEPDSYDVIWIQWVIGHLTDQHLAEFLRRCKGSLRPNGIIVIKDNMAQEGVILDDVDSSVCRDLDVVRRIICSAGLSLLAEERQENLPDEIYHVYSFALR
TSG101-PTAP inh: blocks PTAP binding to human TSG101, validation. Q99816. Fluorescence polarization, FITC-PTAP peptide/Tsg101, 20 min. Potency, µM (doses to about 115 µM), for the others: at the top dose activity change, negative = inhibition, usual class: inhibitors. 44,000 tested, under 10 active. AID 1347069; also: potency is read from the fitted curve at half-maximal effect; 0% is about no effect
Target sequence (Q99816 whole entry, looked up): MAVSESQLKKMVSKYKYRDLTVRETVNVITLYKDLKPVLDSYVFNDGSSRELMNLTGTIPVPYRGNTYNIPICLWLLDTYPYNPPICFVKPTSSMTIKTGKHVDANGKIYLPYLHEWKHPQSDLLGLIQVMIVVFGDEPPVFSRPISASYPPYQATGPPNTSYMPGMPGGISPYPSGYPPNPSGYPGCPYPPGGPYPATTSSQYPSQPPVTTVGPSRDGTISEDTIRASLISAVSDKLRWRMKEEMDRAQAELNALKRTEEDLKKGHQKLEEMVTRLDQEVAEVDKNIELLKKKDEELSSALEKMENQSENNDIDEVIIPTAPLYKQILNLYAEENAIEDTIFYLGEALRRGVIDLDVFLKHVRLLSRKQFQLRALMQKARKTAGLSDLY
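FITC-labeled PTAP peptide (50 nM final) binding to Tsg101 binding domain (10 uM final) read by fluorescence polarization after 20 min at r.t. in HEPES pH 7.5 buffer. Actives by CRC class, <25 µM.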
FH mod: Identification of activators of human fumarate hydratase by quantitative high-throughput screening | hit rate 0.22% among 54,000 | Potency, µM (top dose mostly 79.9 µM), for the others: at the highest dose activity change, negative = inhibition, actives largely listed as inhibitors | AID 1347055, 2019 | FH coupled MDH/diaphorase resazurin fluorescence, 15 min; also: potency is read from the fitted curve at half-maximal effect; % is scaled to controls: 0 for no effect and ±100 for the full control effect; the screen sought activators but most active calls are inhibition curves; nearly all actives have a fitted effect of over 45% in size
p53null 39C kill: p53 null cell cytotoxicity, nonpermissive temperature. H1299 p53-null (neo) cells, 39C, ATPlite viability, 24 h. Potency, µM (top dose mostly 46.1 µM), for inactives: top-dose activity, negative = cell killing, usual class: cytotoxic. hit rate 0.97% among 55,000. AID 904;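 also: potency is read from the fitted curve at half-maximal effect; 0% = DMSO only and -100% = full killing by 100 µM tamoxifen; nearly all actives have a fitted effect of over 50% in size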
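Concentration-response (up to 46 uM) was run for 24 h at the nonpermissive 39C on H1299-p53A138V or H1299-neo cells. ATP content was measured with ATPlite luminescence. AC50 values were Hill-modeled after normalizing between DMSO and 100 uM tamoxifen killing.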
B2AR arrestin ag: ADRB2 beta-arrestin recruitment; P07550; HTLA Tango cells, beta-arrestin recruitment, luciferase luminescence, 18 h; Potency, µM (doses to about 46.1 µM), inactives show top-dose activation, actives largely listed as activators; 44,000 tested, under 10 active;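 also: potency is read from the fitted curve at half-maximal effect; 0% = DMSO and full agonism = EC100 isoproterenol or metaproterenol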
Target sequence (P07550 whole entry, looked up): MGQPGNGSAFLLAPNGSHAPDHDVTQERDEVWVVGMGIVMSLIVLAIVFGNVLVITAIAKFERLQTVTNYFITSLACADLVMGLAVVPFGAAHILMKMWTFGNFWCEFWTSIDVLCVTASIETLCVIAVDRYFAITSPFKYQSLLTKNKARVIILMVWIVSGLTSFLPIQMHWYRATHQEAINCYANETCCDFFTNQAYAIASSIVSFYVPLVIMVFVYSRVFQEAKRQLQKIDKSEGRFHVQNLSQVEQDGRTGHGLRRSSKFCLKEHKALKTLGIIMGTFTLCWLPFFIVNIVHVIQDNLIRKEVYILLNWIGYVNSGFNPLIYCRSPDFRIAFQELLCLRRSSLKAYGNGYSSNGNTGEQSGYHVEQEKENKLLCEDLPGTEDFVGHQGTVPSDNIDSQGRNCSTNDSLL
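First, Tango cells carrying beta2-AR and beta-arrestin fusions received compound up to 46 microM. After 18 hr at 37 degrees C, luciferase substrate was added for 15 minutes, then luminescence gave %Activity for curve fitting.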
p53null 32C tox: selectivity test: cytotoxicity in p53 null cells, permissive temperature. AID 903. Potency, µM (doses to about 46.1 µM), without a hit: at the top dose activity change, negative = cytotoxicity, actives largely listed as cytotoxic. H1299-neo p53 null cells, ATP luminescence, 24 h, 32C. hit rate 0.62% among 55,000;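 also: potency is read from the fitted curve at half-maximal effect; 0% = DMSO only and -100% = full killing by 100 µM tamoxifen; nearly all actives have a fitted effect of over 55% in size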
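We seeded p53-null H1299-neo cells, incubated them overnight at 37C, and added compounds across a range up to 46 uM. After 24 hours at 32C, ATP reagent was applied for 20 min at room temperature and luminescence recorded.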
Active calls of the source: *; u = inconclusive; x = no result given; [ ] = another dose, or the depositor's remark. Calls follow the shape of the dose curve; as a rule, active = well fitted curve in the direction sought with a large enough effect; inconclusive = small, poorly fitted or top-dose-only effect, or another doubt; inactive = no such curve, though single readings can be large; an effect the other way counts as inactive or inconclusive. An excerpt (hit frequency here may not be typical).

Preview:
item | molecule | GALK inhibitor | NTMT1 inhibitor | TSG101-PTAP inh | FH mod | p53null 39C kill | B2AR arrestin ag | p53null 32C tox
1 | Cc1cccc(N2CCN(C(=O)c3cccn4c(=O)c5cc(Cl)ccc5nc34)CC2C)c1 (centres undefined) | 1% | -10% | -2% | u | 5% | -2% | 5%
2 | COc1ccc(CCNC(=O)CCn2c(=O)c3ccccc3n(CC(=O)Nc3ccc(C)cc3C)c2=O)cc1OC | 6% | -8% | 4% | -25% | -1% | 1% | 4%

All compounds of this part, from the first entry:
item | molecule | GALK inhibitor | NTMT1 inhibitor | TSG101-PTAP inh | FH mod | p53null 39C kill | B2AR arrestin ag | p53null 32C tox
1 | Cc1cccc(N2CCN(C(=O)c3cccn4c(=O)c5cc(Cl)ccc5nc34)CC2C)c1 (centres undefined) | 1% | -10% | -2% | u | 5% | -2% | 5%
2 | COc1ccc(CCNC(=O)CCn2c(=O)c3ccccc3n(CC(=O)Nc3ccc(C)cc3C)c2=O)cc1OC | 6% | -8% | 4% | -25% | -1% | 1% | 4%
3 | COc1ccc(-c2onc(C)c2C)cc1S(=O)(=O)N1CCN(c2cc(C)ccc2C)CC1 | 2% | 8% | -1% | -14% | -12% | 2% | -11%
4 | CN(C(=O)C(=O)Nc1ccc2nc3n(c(=O)c2c1)CCCCC3)c1cccc(C(F)(F)F)c1 | -1% | 0% | -3% | -4% | -17% | -4% | -2%
5 | Cc1cccc(N2CCN(C(=O)CCCn3c(=O)[nH]c4ccsc4c3=O)CC2)c1C | 5% | 1% | 0% | -20% | -2% | -2% | 25%
6 | Cc1ccc(N(C)C(=O)CCS(=O)(=O)c2cc3c(cc2Cl)NC(=O)CO3)cc1 | -11% | -6% | -1% | -4% | -19% | 0% | -12%
7 | Cc1ccc(-c2nc(CS(=O)(=O)CC(=O)NCCc3ccccc3)c(C)o2)cc1 | 0% | 4% | 1% | 9% | -7% | -2% | 4%
8 | COc1ccc(C2=C(N3CCN(c4cc(Cl)ccc4C)CC3)c3ccccc3C2=O)cc1 | -6% | x | -8% | x | u | -1% | -10%
9 | Cc1cccc(NC(=O)c2ccc3nc(CCc4ccccc4)oc3c2)c1C | 1% | -1% | 0% | -1% | -1% | 1% | 1%
10 | OCCCn1c(-c2ccc(F)cc2)csc1=Nc1ccc(F)cc1 | 1% | -1% | 1% | -18% | 1% | -2% | -4%[9.22 µM]
11 | CCc1cccc(CC)c1NC(=O)Cn1nnc2sc3c(c2c1=O)CCCC3 | 4% | u | 2% | -18% | -18% | 1% | -7%
12 | CCOc1ccc(NC(=O)NC(C)c2c(-n3cccc3)sc(C)c2C)cc1 (centres undefined) | 0% | 4% | -1% | -23% | -4% | 0% | 35%[activator]
13 | COc1cccc(CNC(=O)C(=O)Nc2c3c(nn2-c2ccccc2)CSC3)c1 | 2% | 11% | 4% | 10% | 1% | -2% | -12%
14 | CC(=O)C1=C(c2ccc(C)cc2)N(C(C)=O)n2c(nnc2-c2ccccc2)S1 | -6% | 4% | 1% | -18% | 10% | -3% | -8%
15 | CCCCN(CC)CCCNC(=O)c1cn(C)c2ccc(S(=O)(=O)N(C)C3CCCCC3)cc2c1=O | -1% | -3% | -3% | -6% | 10% | 2% | -3%
16 | Cc1cccc(N2C(=O)C(CC(=O)Nc3ccc(F)cc3)N(C3CCCC3)C2=O)c1 (centres undefined) | -1% | x | -5% | x | 0% | -1% | -7%
17 | Cc1cc(OC(C)C(=O)N2CCC(c3nc4ccccc4o3)CC2)ccc1Cl (centres undefined) | 1% | -21% | -3% | -12% | -4% | -5% | 12%
18 | CCOC(=O)c1cnc2c(ccc3ccccc32)c1Nc1cccc(Cl)c1 | 1% | 11% | 2% | -23% | -10% | 0% | 10%
19 | CCc1ccc(-c2nc3ccc(Br)cc3c(C(=O)O)c2C)s1 | 1% | -3% | -5% | -5% | u | 1% | u
20 | COc1ccccc1CNC(=O)CC(c1ccc(F)cc1)N1Cc2ccccc2C1=O (centres undefined) | 0% | x | -3% | x | 27% | 0% | 4%
21 | CCCCNC(=O)CCCn1c(=O)c2ccccc2n(Cc2ccccc2C)c1=O | -9% | -1% | -1% | -6% | -9% | 1% | 1%
22 | O=C(Nc1ccccc1)c1ccc(Br)c(S(=O)(=O)N2CCCCC2)c1 | -1% | -2% | -1% | -32% | 53%[activator] | 0% | 26%
23 | CCCCN(CCCC)S(=O)(=O)c1ccc(NC(=O)c2c(-c3ccccc3)noc2C)cc1 | 1% | x | 0% | x | -4% | 0% | -1%
24 | CCOc1ccc(NC(=O)c2nnn(-c3ccc(F)c(Cl)c3)c2C)cc1 | u | 7% | -1% | 5% | -3% | -1% | -1%
25 | O=C(Nc1ccc2nc(SCC(=O)N3CCCC3)sc2c1)c1cccc(F)c1 | 3% | 89µM* | 0% | -27% | u | -2% | -10%
26 | COc1ccc(C(=O)Nc2ccc3nc4c(c(Nc5ccccc5OC)c3c2)CCCC4)c(OC)c1 | 0% | 3% | -4% | -3% | u | 1% | 0%
27 | COC(=O)c1cccnc1-n1c(=O)c2cccnc2n(CC(=O)Nc2cccc(C(F)(F)F)c2)c1=O | 6% | 8% | -6% | -18% | 3% | 1% | 4%
28 | Cc1cccc(N2CCn3c2nc2c3c(=O)n(CCc3ccccc3)c(=O)n2C)c1 | 3% | 3% | 7% | -16% | 2% | 0% | 4%
29 | COc1ccc(OC)c(NC(=O)C2CCCN(S(=O)(=O)c3c(C)nn(C)c3C)C2)c1 (centres undefined) | 1% | -18% | -6% | -1% | -12% | 1% | -1%
30 | CC(C)c1ccc(C(=O)Nc2ccc(-c3nc4ccccc4s3)c(Cl)c2)cc1 | -1% | 9% | -1% | -6% | -36% | 0% | -9%
31 | Cn1cnnc1SCC(=O)Nc1cc(C(=O)O)cc(C(=O)O)c1 | -2% | 7% | 0% | 2% | 14% | -1% | 5%
32 | COc1ccc2c(c1)c1c(c(=O)n(-c3ccc(F)c(Cl)c3)c(=O)n1Cc1cccc(C)c1)n2C | 3% | -16% | -7% | 1% | -13% | -1% | -4%
33 | CCOc1ccc(Br)cc1C1C(C(=O)Nc2ccccc2OC)=C(C)Nc2nnnn21 (centres undefined) | 0% | 16% | -5% | -1% | -18% | 0% | -1%
34 | COc1ccc(NC(=O)Cn2c3ncccc3c(=O)n2-c2ccc(C)c(C)c2)c(OC)c1 | -1% | -17% | -7% | -23% | 5% | 0% | 3%
35 | COc1cccc(/C=C/c2nc3ccccc3c(=O)n2-c2ccc(C)c(C)c2)c1OC | 1% | 6% | -5% | -13% | -2% | 2% | -8%
36 | Cc1ccc(CNC(=O)c2cnn(-c3ccc(F)cc3F)c2C2CCN(C(=O)OC(C)(C)C)CC2)cc1 | 1% | -2% | -1% | u | 27% | 0% | 2%
37 | Cc1ccc2nc(COc3cccc(NC(=O)c4cccc(Cl)c4)c3)cc(=O)n2c1 | u | 0% | -5% | 5% | -3% | 0% | -3%
38 | COc1ccc(OC)c(CNC(=O)c2c(C)oc3ncn(C)c(=O)c23)c1 | 1% | 0% | -8% | 4% | -7% | 0% | 3%
39 | CCN(C(=O)Cc1nc(-c2ccc(OC)cc2)no1)c1cccc(Cl)c1 | -1% | -8% | 3% | u | 1% | 2% | -11%
40 | COC(=O)COc1ccc(Oc2nc(NC(C)(C)C)nc(N(C)C)n2)nn1 | -11% | 15% | -1% | 7% | -7% | -1% | -2%
41 | CC(C)Oc1ccc(C(=O)NCC(c2ccc(N(C)C)cc2)N2CCCC2)cc1 (centres undefined) | -6% | -22% | 0% | -2% | 1% | 1% | 3%
42 | Cc1ccc(NC(=O)Cn2cc(S(=O)(=O)N3CCC(C)CC3)c3ccccc3c2=O)c(Br)c1 | 3% | 3% | 0% | -14% | 7% | 1% | 5%
43 | CCN1C(=O)c2ccccc2S(=O)(=O)c2ccc(C(=O)NCc3ccc(C)cc3)cc21 | -1% | -4% | 2% | -16% | 3% | -1% | -3%
44 | O=C(CSc1nnc(CNC(=O)c2ccccc2)n1-c1ccc(F)cc1)Nc1ccccc1F | 0% | 3% | 3% | -2% | -17% | -2% | 0%
45 | COc1ccc(C(=O)c2oc3ccccc3c2NC(=O)c2nc(SC)ncc2Cl)cc1Cl | -9% | 3% | 1% | 26% | 14% | 0% | -5%
46 | CCOc1ccc(-c2nnc(SCC(=O)NC3CCCCC3)nc2-c2ccc(OCC)c(OC)c2)cc1OC | 1% | 5% | 5% | -1% | 13% | 1% | -5%
47 | Cc1ccc(NC(=O)c2ccc(CNS(=O)(=O)c3ccc4c(c3)C(C)(C)C(=O)N4C)cc2)cc1C | 1% | -3% | -6% | -20% | u | 0% | -3%
48 | CCOc1ccc(C(=O)c2oc3ccccc3c2NC(=O)c2cc(-c3ccc(Cl)cc3)on2)cc1 | 1% | 8% | 1% | 1% | -20% | -5% | -6%
49 | Cc1cccc(-c2nc(SCCCOc3cc(C)c(Cl)c(C)c3)n3[nH]c(=O)cc3n2)c1 | -1% | 1% | 0% | -22% | -2% | -1% | 1%
50 | COc1ccc(OC)c(NC(=O)CSC2=Nc3ccccc3C3=NC(CCC(=O)NCc4ccccc4)C(=O)N23)c1 (centres undefined) | 0% | -1% | -4% | -13% | -4% | -2% | 0%
51 | CCn1c(C(=O)N2CCC(C(=O)N3CCN(c4cccc(C)c4C)CC3)CC2)cc2sccc21 | -3% | 5% | -9% | u | 85%[activator] | 0% | 51%[activator]
52 | Cc1ccc(CCNC(=O)CSCc2nc(-c3ccc(C)cc3)oc2C)cc1 | 8% | -5% | -9% | -49% | -4% | -1% | -6%
53 | CCOC(=O)C1CCC(CN(Cc2ccc(Cl)cc2)S(=O)(=O)c2cc(Cl)cc(Cl)c2)CC1 (centres undefined) | 3% | 14% | 0% | -4% | 16% | -1% | 13%
54 | CN(C)c1ccc(CNC(=O)C2CCCN(S(=O)(=O)c3ccc4c(c3)CCCC(=O)N4)C2)cc1 (centres undefined) | 0% | -13% | 4% | 1% | -23% | 0% | -20%
55 | Cc1noc(-c2ccccc2OCC(=O)Nc2ccccc2[N+](=O)[O-])n1 | -9% | -14% | 1% | -16% | -5% | -3% | 0%
56 | COc1ccccc1N1CCN(C(=O)Cn2ncc3c([nH]c4ccccc43)c2=O)CC1 | 3% | 6% | -5% | 0% | -5% | 0% | 4%
57 | COc1ccc(NC(=O)CSc2nc3ccncc3[nH]2)c(OC)c1 | 7% | 18% | 1% | -21% | -10% | -4% | -1%
58 | CCOC(=O)N1CCC(NC(=O)c2cnn(-c3ccc(F)cc3F)c2C2CCN(C(=O)OC(C)(C)C)CC2)CC1 | 3% | 13% | -12% | 3% | -10% | 0% | 9%
59 | N#C/C(=C/c1cn(Cc2ccccc2Cl)c2ccccc12)C(=O)Nc1cccc(Cl)c1 | 2% | u | 32%[activator] | -20% | -15% | -1% | -6%
60 | COc1ccc(NC(=O)C2=C(C)Nc3ncnn3C2c2ccc[nH]2)cc1 (centres undefined) | -4% | -24% | 0% | 4% | -9% | 0% | -7%
